# Bioassay records as filed in PubChem BioAssay.
# PP1 inh: PP1-alpha phosphatase inhibitors, primary screen, counter-screen for PP5 inhibitor project, biochemical, fluorescence, OMFP substrate, single point; inhibition, % at 6.7 µM; 320,000 tested, 0.9% active; AID 2235, 2010; purified PP1alpha; Serine/threonine-protein phosphatase PP1-alpha catalytic subunit (Homo sapiens), P62136;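 active = inhibition above the mean inhibition of all tested compounds plus 3 SD, computed separately for each screening campaign, cut at about 15% in these data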
# Target sequence (P62136 whole entry, looked up): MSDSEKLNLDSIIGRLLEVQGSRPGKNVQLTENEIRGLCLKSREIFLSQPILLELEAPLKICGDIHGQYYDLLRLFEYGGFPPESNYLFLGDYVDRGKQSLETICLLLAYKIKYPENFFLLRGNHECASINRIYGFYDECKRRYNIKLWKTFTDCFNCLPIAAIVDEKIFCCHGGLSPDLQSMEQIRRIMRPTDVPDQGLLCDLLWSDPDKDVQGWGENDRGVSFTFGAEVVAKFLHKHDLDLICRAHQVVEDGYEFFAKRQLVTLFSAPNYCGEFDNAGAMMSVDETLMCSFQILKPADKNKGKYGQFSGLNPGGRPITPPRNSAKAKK
# TPT1 inhibitor: Candida albicans TPT1 enzyme inhibitors, primary screen, biochemical, fluorescence polarization. tRNA 2'-phosphotransferase TPT1 (Candida albicans SC5314). recombinant caTPT1, FP RNA substrate dephosphorylation. inhibition, % at 5 µM. 300,000 tested, 0.81% active. AID 1962, 2009;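 active = inhibition above the mean of all tested compounds plus 3 SD, set per screening campaign, cut at about 24% in these data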;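 also: plate controls were DMSO alone for no effect and ferristatin control at 100 nM for full effect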
# LYPLA2 counter: LYPLA2 inhibitors, primary screen, counter-screen for PME1 inhibitor project, biochemical, fluorescence polarization, FP-Rh probe ABPP | Acyl-protein thioesterase 2 (Homo sapiens), O95372 | recombinant LYPLA2 | inhibition, % at 5.9 µM | 320,000 tested, 0.38% active | AID 2177, 2009;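 active = inhibition above the screen-wide mean plus 3 SD, limit set per campaign, cut at about 26% in these data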;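 also: 0% = LYPLA2 with DMSO and 100% = wells lacking LYPLA2 enzyme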
# Target sequence (O95372 whole entry, looked up): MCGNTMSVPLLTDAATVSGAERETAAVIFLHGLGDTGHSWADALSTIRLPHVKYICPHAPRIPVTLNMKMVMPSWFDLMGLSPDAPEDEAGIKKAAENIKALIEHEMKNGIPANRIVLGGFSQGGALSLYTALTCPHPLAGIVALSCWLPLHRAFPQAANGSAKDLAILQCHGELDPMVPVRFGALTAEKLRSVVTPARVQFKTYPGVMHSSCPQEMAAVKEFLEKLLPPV
# Fh CTSL1 inh: Fasciola hepatica cathepsin L1 inhibitors, primary screen, counter-screen for PFM18AAP inhibitor project, biochemical, QFRET, fluorogenic peptide substrate; recombinant F. hepatica cathepsin L1, Z-Leu-Arg-MCA fluorescence; inhibition, % at 5.96 µM; 300,000 tested, 0.49% active; AID 1906, 2009;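 active = inhibition above the mean of all tested compounds plus 3 SD, set per screening campaign, cut at about 17% in these data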;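 also: 0% = plate median of test compound wells and 100% = 1 µM Z-Phe-Ala-diazomethylketone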
# Efflux pump inh: inhibitors of Candida efflux pumps in yeast, primary screen, S. cerevisiae, Nile Red, multiplex; S. cerevisiae Candida pump triplex; inhibition, % at 10 µM; 330,000 tested, 0.44% active; AID 485275, 2010;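 active = plate passing quality check with inhibition over a set limit, or well fluorescence over plate mean plus 4 SD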;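 also: Nile Red retained in pooled yeast measured as flow cytometry median fluorescence; 0% = buffer negative control and 100% = Enniatin B positive control; higher means more Nile Red kept so more efflux inhibition; some compounds called inactive have numbers as strong as hits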
# GASC-1 inh: inhibitors of GASC-1 histone demethylase, primary screen, biochemical, fluorescence, DELFIA europium | GST-JMJD2C(1-420) H3K9me3 demethylation | 330,000 tested, 0.069% active | inhibition, % at 2.35 µM;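 active = more than half of a compound's replicate wells show inhibition beyond 50%, single wells judged on their own value; inconclusive = some, but no more than half, of replicates pass 50% inhibition; inactive = no replicate passes 50% inhibition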;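 also: signal counts dimethyl H3K9 product captured on neutravidin plate; 0% = median of DMSO wells and 100% = 0.3 times that DMSO median; strong numbers were not always called active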
# PREPL inhibitor: PREPL enzyme inhibitors, primary screen, biochemical, fluorescence polarization; Prolyl endopeptidase-like (Homo sapiens), Q4J6C6; recombinant PREPL, fluorescence polarization activity-based probe; inhibition, % at 5.96 µM; 320,000 tested, 0.68% active; AID 2751, 2010; in the data active = inhibition above about 43%;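 also: 0% = enzyme with DMSO and 100% = wells lacking enzyme; many of its hits are not listed in these tables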
# core dimer inh: inhibitors of HCV core protein dimerization, primary screen, biochemical, TR-FRET, high-throughput; TR-FRET GST/Flag-core106 dimerization, 1536-well; inhibition, % at 5 µM; 300,000 tested, 0.33% active; AID 1899, 2009;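 active = inhibition above the mean of all tested compounds plus 3 SD, set per screening campaign, cut at about 45% in these data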
#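 Assay system: Tagged HCV core106 pair (GST and Flag) | Buffer or medium: KF-containing HEPES buffer, pH 7.45, DTT, CHAPS, BSA | Also added: Eu donor and XL665 acceptor anti-tag antibodies | Dosing: One concentration, 5 µM, in 0.5% DMSO | Timing: 4 h at 22.5 °C | Technique: TR-FRET 671 and 617 nm emission | Repeats: Singlicate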
# PP5 primary: PP5 phosphatase inhibitors, primary screen, biochemical, fluorescence | 320,000 tested, 0.18% active | inhibition, % at 6.7 µM | Serine/threonine-protein phosphatase 5 (Homo sapiens), P53041 | purified PP5c, OMFP substrate fluorescence | AID 1987, 2009;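 active = inhibition above the campaign's mean inhibition across all tested compounds plus 3 SD, cut at about 9.5% in these data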;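 also: 0% = DMSO only and 100% = 100 µM cantharidin control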
# Target sequence (P53041 whole entry, looked up): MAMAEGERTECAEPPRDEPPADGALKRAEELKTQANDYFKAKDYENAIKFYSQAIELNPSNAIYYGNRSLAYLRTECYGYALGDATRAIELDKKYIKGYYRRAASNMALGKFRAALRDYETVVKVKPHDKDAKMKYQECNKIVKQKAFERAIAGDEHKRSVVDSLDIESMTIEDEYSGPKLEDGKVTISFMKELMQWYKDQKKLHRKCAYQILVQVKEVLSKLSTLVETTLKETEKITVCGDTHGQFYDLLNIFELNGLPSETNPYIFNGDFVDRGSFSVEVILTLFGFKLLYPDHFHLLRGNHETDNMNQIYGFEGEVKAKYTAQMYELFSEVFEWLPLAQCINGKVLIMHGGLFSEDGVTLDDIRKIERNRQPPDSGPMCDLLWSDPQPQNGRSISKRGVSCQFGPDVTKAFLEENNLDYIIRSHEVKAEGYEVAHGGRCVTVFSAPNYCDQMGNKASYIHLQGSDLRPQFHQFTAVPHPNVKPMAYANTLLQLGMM
# * = called active by the depositor; u = inconclusive; x = not tested or not shown. This is a subset, so the mix of outcomes need not match the whole.
structure	PP1 inh	TPT1 inhibitor	LYPLA2 counter	Fh CTSL1 inh	Efflux pump inh	GASC-1 inh	PREPL inhibitor	core dimer inh	PP5 primary
CC(=O)c1cc(C(=O)Nc2ccc3ccccc3c2)c(C)o1	0	1	3	5	-0.1	3	9	6	0.7
Cn1ncc(Br)c1C(=O)N/N=C/c1ccc(OS(=O)(=O)c2ccccc2)cc1	-1	-1	-2	4	0.0	0	-25	-5	1.5
COc1cc(Nc2ncnc(N)n2)cc(OC)c1OC	-5	2	-2	0	0.0	-4	13	-3	-1.5
CN1C(=O)CC(n2c(CO)nc3ccccc32)C1=O (stereo not given)	-3	-3	-2	-5	-0.1	3	-6	-1	0.7
CS(=O)(=O)N(CCc1ccccc1)CC(=O)NCc1ccco1	-1	-1	3	-5	0.0	10	1	-3	3.0
COc1ccc(S(=O)(=O)N2CCN(C(=O)CCNC(=O)c3ccccc3Cl)CC2)cc1	-11	x	12	x	0.1	1	1	x	1.5
O=C(NC1CCN(S(=O)(=O)c2ccccc2C(F)(F)F)CC1)c1ccco1	-5	1	2	-4	0.1	-16	3	-11	0.9
O=C(c1ccccc1F)n1c2c(c3ccccc31)CCCC2	0	-2	0	4	0.0	8	-5	6	1.1
COc1ccc(NC(=O)c2ccc3c(c2)C(=O)N(Cc2cccnc2)C3=O)c(OC)c1	5	1	1	2	-0.1	-1	8	2	2.1
CCN(CC)CCNC(=O)c1cccc(NC(=O)C(=O)c2cc(Br)ccc2NC(C)=O)c1	-3	-3	6	5	-0.1	-7	-5	1	0.0
O=C1OCC/C1=C\c1ccccc1O	-5	7	3	-2	-0.1	5	1	-7	4.0
CCCC(=O)Nc1ccc(C(=O)NCCCn2ccnc2)cc1	-1	-5	3	-2	-0.4	-8	4	-2	0.3
O=c1[nH]c(Cc2ccccn2)nc2scc(-c3ccc(Cl)cc3)c12	6	-2	2	-4	0.2	4	-24	15	2.3
CCOc1ncccc1C(=O)OCc1cn2cc(Cl)ccc2n1	1	0	0	-2	-0.1	3	-6	4	0.0
O=S(=O)(O/N=C1\CCCc2ccccc21)c1ccc(Cl)cc1	-3	-4	-7	2	-0.1	3	-8	-4	-2.0

# (listing goes on)
structure	PP1 inh	TPT1 inhibitor	LYPLA2 counter	Fh CTSL1 inh	Efflux pump inh	GASC-1 inh	PREPL inhibitor	core dimer inh	PP5 primary
CC(=O)Nc1ccc(OCC[n+]2cccc(C(N)=O)c2)cc1	2	4	-9	-3	0.1	-4	5	1	3.4
O=C1C2CCCN2C(c2ccccc2F)N1c1ccc(Cl)cc1 (stereo not given)	-3	7	-6	-3	0.1	u	15	7	0.5
Cc1cc(NC(=O)CSc2ccc3nnc(CCNS(=O)(=O)c4ccccc4)n3n2)no1	0	-4	5	2	-0.2	1	11	-2	1.5
O=C(N/N=C/c1cccc([N+](=O)[O-])c1)c1nc2ccccc2c(=O)[nH]1	-1	-2	-2	1	-0.1	1	-4	1	-1.2
Cc1cc(OCc2ccc(F)cc2)nc(-c2ccccc2O)n1	4	-2	-5	-1	0.0	10	7	4	-3.0
COc1ccccc1CNC(=O)c1ccc(S(=O)(=O)N(C)C)cc1	0	0	-1	-1	0.0	-4	6	-1	-0.5
CCOc1ccc(N(C)S(=O)(=O)c2cc(-c3cc(C)no3)ccc2C)cc1	2	-1	-4	1	0.1	1	-9	4	1.2
O=C1Nc2cc3c(cc2C1=O)sc1ccccc13	6	0	-8	-1	-0.1	-26	26	1	0.5
CC(NS(=O)(=O)c1ccc(Cl)cc1)C(=O)NCc1ccco1 (stereo not given)	0	2	2	-4	0.1	5	-7	-2	1.7
CCOC(=O)c1c(NC(=O)Cc2cccs2)sc(C(=O)NC2CCCC2)c1C	4	-7	-7	-3	0.0	-3	1	3	4.1
Cc1cccc(N2CCN(C(=O)c3ccccc3SCC(=O)N3CCCC3)CC2)c1C	-1	x	-4	x	0.3	-2	17	x	-0.2
Cc1nc(C(=O)NCc2ccccc2)sc1C1(C)CC(c2cccnc2)=NO1 (stereo not given)	1	3	4	-3	0.2	-7	5	-1	-3.3
CCSCc1nnc(SCC(=O)Nc2ccc(F)cc2)n1CC	0	3	-2	2	-0.1	-9	-4	1	-0.2
Cc1ccccc1-c1nnc(SCc2ccccc2)o1	2	0	2	1	-0.1	-3	-16	-3	2.8
O=C(CN1C(=O)NC2(CCOc3ccccc32)C1=O)Nc1ccc2c(c1)OCCO2 (stereo not given)	1	1	-5	-12	-0.1	2	7	-4	1.3

# More compounds
structure	PP1 inh	TPT1 inhibitor	LYPLA2 counter	Fh CTSL1 inh	Efflux pump inh	GASC-1 inh	PREPL inhibitor	core dimer inh	PP5 primary
COc1ccccc1NC(=O)N(C1CCCC1)C1CCN(C(C)=O)CC1	-1	0	4	-2	0.2	13	6	1	0.3
CCN(Cc1nc(-c2ccccc2)no1)C(=O)c1ccoc1C	4	0	-2	-2	0.1	2	5	2	-2.3
Cc1ccn2c(C(=O)CSc3ccc(Cl)cc3Cl)c(C)nc2c1	-5	2	3	-4	-0.4	5	-7	1	-1.7
COc1ccc(Br)cc1C1Nc2cccc3cccc(c23)N1	12	1	-4	-5	0.0	-2	14	45	4.9
Cc1ccc(C2C(N)C(=O)N2c2ccc(C)cc2)cc1 (stereo not given)	0	-6	4	7	0.0	7	16	4	-1.4
COC(=O)c1ccccc1NC(=O)CN(C)S(=O)(=O)c1ccc(OC)cc1	4	0	8	10	0.0	-6	12	8	4.7
CC(C)(C)n1nnnc1C(c1ccc2ncccc2c1)N1CCC(O)CC1 (stereo not given)	-4	-1	1	-2	0.1	-3	3	0	0.7
C[n+]1ccn(CC(=O)c2cc(C(C)(C)C)c(O)c(C(C)(C)C)c2)c1	0	3	-3	-1	0.0	-8	-2	1	1.4
Cc1ccc(NC(=O)NCCN2CCCCC2)cc1Cl	-2	2	-1	0	-0.2	2	29	3	-1.4
O=C(CSc1nc2ccccc2c(=O)[nH]1)Nc1ccccc1C(F)(F)F	8	2	-9	-3	0.0	-2	-6	1	0.9
CN(C(=O)COC(=O)c1ccc([N+](=O)[O-])cc1)c1ccccc1	3	-1	-4	1	0.0	1	1	-3	-1.3
CC(=O)Oc1ccccc1-c1nc(C)nc(N(C)C(C)=O)n1	-1	0	-4	-1	0.0	0	-1	4	-1.5
CCc1cccc(NC2c3ccccc3C(=O)N2c2ccc(C)cn2)c1 (stereo not given)	7	-4	6	0	-0.1	6	14	1	1.9
C[C@@]12CC(=O)NC1N(C(=O)c1cccc(C(F)(F)F)c1)C(c1ccccc1OC(=O)c1cccc(C(F)(F)F)c1)C2 (stereo not given in full)	4	-5	-2	1	0.3	-6	-6	-1	7.6
O=C(N/N=C/c1sc(N2CCOCC2)nc1-c1ccccc1)c1cccc(S(=O)(=O)N2CCOCC2)c1	8	60*	-16	-3	0.0	7	28	9	-0.8

# (continued)
structure	PP1 inh	TPT1 inhibitor	LYPLA2 counter	Fh CTSL1 inh	Efflux pump inh	GASC-1 inh	PREPL inhibitor	core dimer inh	PP5 primary
COc1cccc(OCC(=O)N2CCC3(CC2)CC(=O)c2ccccc2O3)c1	-2	2	1	9	0.0	25	10	4	0.3
CC1Cc2ccccc2N1C(=O)CSc1nc(-c2ccco2)cc(C(F)(F)F)n1 (stereo not given)	0	-3	-3	-6	-0.1	-6	-8	0	-0.2
O=S(=O)(c1cccc2cccnc12)N(CCO)CCO	-5	1	-2	-1	0.0	-5	-3	1	1.4
Cc1ccc(C)c(NC(=O)CSc2nnc(-c3ccccc3)o2)c1	-8	1	-10	3	-0.1	1	-2	1	0.9
Cc1cc(C)c(NC(=O)Cn2nnc(C(=O)NCCc3ccccc3)c2N)c(C)c1	2	-4	-8	4	0.1	2	-12	-1	-1.4
CC(=O)c1cccc(N2C(=O)C3C4CCC(C4=C(C)C)C3C2=O)c1 (stereo not given)	0	-3	7	2	-0.1	-7	-3	0	0.1
O=C(COc1ccc(Cl)cc1Cl)Nc1ccc(CN2CCOCC2)cc1	2	-2	-5	2	0.1	9	6	0	1.4
COc1ccc(CCN(C)CCC(=O)Nc2ccc(C)cc2)cc1OC	0	0	4	-5	-0.4	-2	4	-3	1.1
COc1ccc(CCN(C)C(=O)c2c(C)nn(CC(C)C)c2Cl)cc1OC	-2	1	3	-2	0.0	-4	3	0	0.9
CC(=O)c1sc(NC(=O)c2ccccc2)nc1-c1ccccc1	0	-3	-8	6	0.0	-2	11	16	-2.0
COCCN(C(=O)CSc1nc2ccccc2c(=O)n1C(C)COC)c1c(N)n(Cc2ccccc2)c(=O)[nH]c1=O (stereo not given)	-2	2	-6	-1	0.0	0	-5	-2	0.2
COc1cc(C(=O)NCc2nnc(SCC(=O)N3CCCCC3)o2)cc(OC)c1OC	2	-6	5	-1	0.0	18	-7	-11	-1.0
CC1OC2C(OC1C)N(S(C)(=O)=O)CCN2S(C)(=O)=O (stereo not given)	-5	-1	1	13	-0.2	14	12	3	0.1
CC(C)Oc1ccc(C(=O)NCc2ccco2)cc1	-1	-3	-4	-1	0.1	3	-2	-2	2.1
CC(=O)Nc1ccc(NC(=O)COC(=O)C2(c3ccc(Cl)cc3)CCCC2)cc1	-1	-1	-1	1	-0.2	-1	2	2	2.5

# Next part
structure	PP1 inh	TPT1 inhibitor	LYPLA2 counter	Fh CTSL1 inh	Efflux pump inh	GASC-1 inh	PREPL inhibitor	core dimer inh	PP5 primary
Cc1ccccc1OCCC(=O)NCCc1ccc(S(N)(=O)=O)cc1	3	-2	0	-1	-0.1	3	-2	5	0.1
CC(=O)C1=C(C)Nc2ncnn2C1c1cccc(OCc2ccccc2)c1 (stereo not given)	3	-1	-1	3	0.1	9	1	-2	-0.9
CCCCc1nnc(NC(=O)c2ccc3[nH]c(=O)c(=O)[nH]c3c2)s1	8	-1	2	10	0.5	16	14	2	0.2
COc1ccc(CN(C)C(=O)CCN(c2ccccc2)S(=O)(=O)c2ccc(C)cc2)c(OC)c1	0	-2	4	-5	-0.1	-1	13	0	2.1
O=C(O)CCCNC(=O)c1cncc(O)c1	-2	1	0	3	0.1	-9	10	1	2.7
CCCCCc1c(C)[nH]c2nc3ccccc3n2c1=O	-4	3	4	5	0.2	1	8	-3	1.9
Cc1ccc(S(=O)(=O)N2CCOCCOCCOCCOCCOCC2)cc1	-1	-4	-2	-2	-0.1	u	2	-10	2.6
CCc1nn(CC(=O)NCCCN2CCN(C)CC2)c(=O)c2cc3occc3n12	-4	3	6	-2	0.1	-5	0	-3	2.6
COc1ccc(Nc2nc(N)nc(C(F)(F)F)n2)c(OC)c1	-2	-4	3	0	0.0	-2	-13	-3	1.4
